Screening data from PubChem BioAssay.
Hck-Nef inh: human Hck-Nef kinase inhibition; inhibition, % at 20 µM; P08631; 0.68% of 220,000 active; AID 463187; Recombinant Hck-YEEI plus Nef, Z-Lyte FRET kinase assay;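 active means Hck-Nef kinase inhibition above about 50%, limit read from the data; inactive means inhibition below that limit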;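 further: 0% = DMSO with Hck plus Nef and 100% = Hck alone without Nef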
NPY Y1 blocker: blocks the human neuropeptide Y Y1 receptor. P25929. HEK293-CNG Y1 cells, membrane potential fluorescence; NPY at EC95, then isoproterenol. inhibition, % at 3.6 µM. 1% of 200,000 active;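 active means inhibition above the campaign mean inhibition of all tested compounds plus 3 SD, cut at about 20% in these data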;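 further: 0% = DMSO wells given NPY plus isoproterenol and 100% = isoproterenol alone without NPY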
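Benchmarks – high control isoproterenol alone, low control NPY with isoproterenol · Material – HEK293 Y1/CNG channel cell line · Times – dye 3 h, compound 60 min room temperature, stimulation 45 min · Probe or stimulus – NPY (25 nM), isoproterenol (1 µM), Ro 20-1724 (25 µM) · Evaluation – % inhibition of NPY effect · Signal – fluorescence, membrane potential probe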
Runt-SMMHC FRET: blocks binding of human RUNX1 Runt domain to CBFb-SMMHC; Q01196+Q13951; Cerulean-Runt/Venus-CBFb-SMMHC FRET ratio 530/480, 1 h; inhibition, % at 20 µM; 0.74% of 220,000 active; AID 1434;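 active means mean inhibition across duplicate retests at 20 µM reaching about 50%, limit read from the data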;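 further: 0% = DMSO wells and 100% = wells with excess untagged CBFb-SMMHC; inhibitors lower the FRET ratio by blocking Runt binding to CBFb-SMMHC; some results filed as inactive read as strong as hits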
RBBP9 inhibitor: human RBBP9 hydrolase inhibition; inhibition, % at 7.94 µM; recombinant RBBP9, FP-Rh probe fluorescence polarization; 0.2% of 220,000 active; O75884; AID 1515;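 active means inhibition above the campaign mean of all tested compounds plus 3 SD, cut at about 14% in these data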;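 further: plate controls were DMSO wells with RBBP9 for no effect and wells lacking RBBP9 protein for full effect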
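Measured by: FP readout at 525/598 nm; material: recombinant human RBBP9; also added: Serine-hydrolase probe FP-Rh, 375 nM pre-mixing; medium: Tris buffer pH 8.0, NaCl, Pluronic; replication: one well per compound; doses: one concentration, 7.94 µM nominal, 0.794% DMSO; timing: preincubation 30 min plus labeling 45 min at 25 °C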
NPY2 pot ag: human NPY-Y2 potentiation or agonism, primary screen; P49146; cells expressing NPY-Y2, potentiator/agonist read-out; activation, % at 3.6 µM; 0.45% of 220,000 active; AID 1359; in the data active means activation above about 27%;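 further: cells stimulated with NPY near EC25 plus isoproterenol at EC100; 0% = vehicle plus submaximal agonist and 100% = vehicle plus saturating agonist; some results beyond the cut were filed as inactive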
Target sequence (P49146 whole entry, looked up): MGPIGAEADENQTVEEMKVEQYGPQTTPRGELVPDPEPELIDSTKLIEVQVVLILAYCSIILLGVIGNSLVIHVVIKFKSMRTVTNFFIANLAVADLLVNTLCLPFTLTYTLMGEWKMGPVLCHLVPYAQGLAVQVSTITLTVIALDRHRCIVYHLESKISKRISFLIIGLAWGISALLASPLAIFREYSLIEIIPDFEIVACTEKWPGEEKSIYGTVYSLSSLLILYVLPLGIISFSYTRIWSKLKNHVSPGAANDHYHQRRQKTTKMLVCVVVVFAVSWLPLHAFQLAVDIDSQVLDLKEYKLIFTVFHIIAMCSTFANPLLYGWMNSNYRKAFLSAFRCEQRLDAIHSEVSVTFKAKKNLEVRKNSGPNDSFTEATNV
p97 ATPase inh: inhibitors of human p97 ATPase; P55072; recombinant p97 ATPase, Kinase-Glo ATP luminescence, 3 h; inhibition, % at 8 µM; 0.42% of 220,000 active; AID 1481; in the data active means inhibition above about 15%;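 further: 0% = DMSO vehicle and 100% = wells lacking enzyme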
NPY-Y1 PAM-ag: human NPY-Y1 potentiation or agonism, primary screen. NPY-Y1 expressing cells, potentiator/agonist activation. activation, % at 3.6 µM. 0.37% of 220,000 active; in the data active means activation above about 33%, passing the limit was not always enough;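 further: cells stimulated with NPY at EC10 then isoproterenol at EC100; 0% = low agonist plus stimulus and 100% = saturating agonist plus stimulus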
Runt-CBFb FRET: Runt domain-CBFb interaction inhibition; Q01196+Q13951; AID 1496; 0.46% of 220,000 active; Cerulean-Runt/Venus-CBFb FRET ratio 530/480, 1 h; inhibition, % at 20 µM;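 active means inhibition over about 50% at 20 µM in the single-dose screen, limit read from the data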;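 further: 0% = DMSO wells and 100% = excess unlabeled CBFb competitor control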
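System: Cerulean-labeled Runt domain protein | Quantity: 100 nM of each labeled protein | Schedule: 1 h compound exposure, room temperature | Detection: Fluorescence energy transfer, 422 nm excitation, 530/480 nm emission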
Mdm2 ligase inh: inhibitors of human Mdm2 E3 ubiquitin ligase. Q00987. cell-based MDM2 ubiquitination luciferase reporter, 2 h; 0 = plate control, 100 = twice control, blank-subtracted. signal enhancement, % at 5 µM. 0.11% of 210,000 active. AID 1230;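 active means signal enhancement of 30% or more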;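 further: luminescence tracks abundance of the self-degrading MDM2-luciferase fusion protein; higher signal means inhibition of MDM2 E3 ligase activity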
Target sequence (Q00987 whole entry, looked up, the tested form may be a part): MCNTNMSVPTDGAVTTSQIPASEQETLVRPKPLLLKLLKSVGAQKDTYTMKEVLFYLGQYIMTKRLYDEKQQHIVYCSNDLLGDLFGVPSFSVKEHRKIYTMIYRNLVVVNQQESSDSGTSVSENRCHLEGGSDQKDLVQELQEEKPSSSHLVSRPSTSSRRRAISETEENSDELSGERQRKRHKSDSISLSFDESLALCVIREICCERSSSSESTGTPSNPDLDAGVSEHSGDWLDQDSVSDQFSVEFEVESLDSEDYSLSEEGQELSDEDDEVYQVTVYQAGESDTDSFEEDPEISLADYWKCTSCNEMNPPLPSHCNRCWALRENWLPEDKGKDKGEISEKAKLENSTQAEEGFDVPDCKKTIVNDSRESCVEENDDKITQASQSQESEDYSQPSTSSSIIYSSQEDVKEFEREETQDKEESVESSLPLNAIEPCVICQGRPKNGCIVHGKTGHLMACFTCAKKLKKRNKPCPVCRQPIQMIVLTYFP
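Assay system: stable mammalian line carrying autodegrading MDM2–luciferase fusion reporter; amount: 2000 cells seeded into each well; buffer or medium: DMEM; benchmarks: plate control and blank wells; signal: luciferase luminescence; timing: 2 h compound exposure at 37 °C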
* hit, by the source's call; . = not tested or not shown. Random draw from the library, and some 3.5% of all compounds hit somewhere here.

(1) O=C1C(Cc2cccc([N+](=O)[O-])c2)S/C(=N/N=C/c2ccco2)N1c1ccccc1 (centres undefined)
(2) COc1ccc(NC(=O)Nc2nnc(CC(=O)Nc3ccccc3)s2)cc1
(3) CC(C)C[C@H](NC(=O)N1CCCCCC1)C(=O)O
(4) CCN1CCOC(CC(=O)Nc2cccc([N+](=O)[O-])c2)C1=O (centres undefined)
(5) COc1ccc(S(=O)(=O)N2CCN(CCC(=O)Nc3ccc(F)cc3)CC2)cc1
(6) O=C(Nc1ccc(F)cc1)Nc1ccc(Cl)cn1

assay / compound	1	2	3	4	5	6
Hck-Nef inh	3.3	8.9	-3.6	13.3	4.8	0.4
NPY Y1 blocker	-3.8	.	.	.	-5.5	3.8
Runt-SMMHC FRET	-3.3	2.4	-2.7	4.6	0.9	0.3
RBBP9 inhibitor	-6.5	-4.8	-9.8	-1.3	-5.3	-3.9
NPY2 pot ag	-2.6	31.1	3.9	-39.4	-4.3	-6.8
p97 ATPase inh	3.6	-2.8	-1.5	3.1	1.1	-1.9
NPY-Y1 PAM-ag	3.4	18.9	4.4	10.0	-12.0	-7.5
Runt-CBFb FRET	1.4	1.1	0.5	3.5	-6.1	0.6
Mdm2 ligase inh	-5.1	.	2.8	-86.7	-15.3	-17.7

(7) CCOC(=O)c1cc(-c2ccccc2)sc1NC(=O)C(C)OC(=O)c1cccc(S(=O)(=O)N(C)C)c1 (centres undefined)
(8) Cc1ccc(C)c(S(=O)(=O)NCCOc2nc(NC(C)C)nc(NC(C)C)n2)c1
(9) O=C(Nc1ccccc1C(F)(F)F)c1cc(S(=O)(=O)N2CCOCC2)ccc1F
(10) Cc1cc(=O)n(C(NC(=O)c2ccccc2)C(=O)c2ccccc2)cn1 (centres undefined)
(11) CC(=O)Nc1ccccc1NC(=O)C/C(C)=N/NC(=O)c1ccccn1
(12) COc1ccc(N2CC(C(=O)O)CC2=O)cc1 (centres undefined)

assay / compound	7	8	9	10	11	12
Hck-Nef inh	3.0	1.7	11.0	10.1	17.4	4.0
NPY Y1 blocker	-2.4	13.0	5.8	2.4	7.7	3.4
Runt-SMMHC FRET	-1.2	1.2	-12.1	-0.9	.	2.0
RBBP9 inhibitor	-8.4	-7.5	-11.7	-1.4	4.5	-2.7
NPY2 pot ag	10.7	-14.7	7.6	13.5	-2.3	2.6
p97 ATPase inh	4.3	-7.2	5.0	0.5	4.3	-3.6
NPY-Y1 PAM-ag	2.5	1.4	-9.7	4.7	3.8	-21.7
Runt-CBFb FRET	-4.8	-0.9	-3.4	-1.7	.	-0.8
Mdm2 ligase inh	-5.2	-1.5	.	.	-1.9	1.5

(13) O=c1[nH]c(-c2ccc3c(c2)OCO3)nc2c1sc(=S)n2-c1ccccc1
(14) Cc1cc(-n2cnc(-c3cn[nH]c3C)n2)no1
(15) CCOc1ccc2nc(NC(=O)CSc3nc(SC)ns3)sc2c1
(16) CCOC(=O)C1CCCN(/C=C2\SC(=S)N(CC)C2=O)C1 (centres undefined)
(17) CCOC(=O)C1C(C(=O)NN)C1C(=O)Nc1ccccc1 (centres undefined)
(18) Cn1ccnc1SCC(=O)NC1CCCCC1

assay / compound	13	14	15	16	17	18
Hck-Nef inh	60.6*	15.9	-1.7	20.1	17.0	4.1
NPY Y1 blocker	-3.3	.	1.5	.	-1.7	2.3
Runt-SMMHC FRET	0.7	-0.6	0.0	-0.3	-5.8	-5.9
RBBP9 inhibitor	-0.1	-0.9	-9.8	5.1	-6.3	-2.2
NPY2 pot ag	-16.0	-0.8	-7.7	18.9	21.8	-0.9
p97 ATPase inh	8.0	3.1	1.4	2.9	3.1	5.1
NPY-Y1 PAM-ag	2.0	13.7	-41.2	-8.8	15.3	7.8
Runt-CBFb FRET	18.9	0.8	.	-0.7	0.0	-52.4
Mdm2 ligase inh	-8.3	5.8	1.2	-78.3	-10.3	-11.4

A different layout for 11 compounds above:
Values run as follows: Hck-Nef inh, NPY Y1 blocker, Runt-SMMHC FRET, RBBP9 inhibitor, NPY2 pot ag, p97 ATPase inh, NPY-Y1 PAM-ag, Runt-CBFb FRET, Mdm2 ligase inh
8: Cc1ccc(C)c(S(=O)(=O)NCCOc2nc(NC(C)C)nc(NC(C)C)n2)c1
  1.7, 13.0, 1.2, -7.5, -14.7, -7.2, 1.4, -0.9, -1.5
9: O=C(Nc1ccccc1C(F)(F)F)c1cc(S(=O)(=O)N2CCOCC2)ccc1F
  11.0, 5.8, -12.1, -11.7, 7.6, 5.0, -9.7, -3.4, .
10: Cc1cc(=O)n(C(NC(=O)c2ccccc2)C(=O)c2ccccc2)cn1 (centres undefined)
  10.1, 2.4, -0.9, -1.4, 13.5, 0.5, 4.7, -1.7, .
11: CC(=O)Nc1ccccc1NC(=O)C/C(C)=N/NC(=O)c1ccccn1
  17.4, 7.7, ., 4.5, -2.3, 4.3, 3.8, ., -1.9
12: COc1ccc(N2CC(C(=O)O)CC2=O)cc1 (centres undefined)
  4.0, 3.4, 2.0, -2.7, 2.6, -3.6, -21.7, -0.8, 1.5
13: O=c1[nH]c(-c2ccc3c(c2)OCO3)nc2c1sc(=S)n2-c1ccccc1
  60.6*, -3.3, 0.7, -0.1, -16.0, 8.0, 2.0, 18.9, -8.3
14: Cc1cc(-n2cnc(-c3cn[nH]c3C)n2)no1
  15.9, ., -0.6, -0.9, -0.8, 3.1, 13.7, 0.8, 5.8
15: CCOc1ccc2nc(NC(=O)CSc3nc(SC)ns3)sc2c1
  -1.7, 1.5, 0.0, -9.8, -7.7, 1.4, -41.2, ., 1.2
16: CCOC(=O)C1CCCN(/C=C2\SC(=S)N(CC)C2=O)C1 (centres undefined)
  20.1, ., -0.3, 5.1, 18.9, 2.9, -8.8, -0.7, -78.3
17: CCOC(=O)C1C(C(=O)NN)C1C(=O)Nc1ccccc1 (centres undefined)
  17.0, -1.7, -5.8, -6.3, 21.8, 3.1, 15.3, 0.0, -10.3
18: Cn1ccnc1SCC(=O)NC1CCCCC1
  4.1, 2.3, -5.9, -2.2, -0.9, 5.1, 7.8, -52.4, -11.4

The list continues:
(19) CC(=O)Nc1ccccc1C(=O)C(=O)Nc1ccc(C)c(C)c1
(20) CCOc1ccc(NC(=O)CCC(=O)NNC(=O)COc2ccc(C)cc2)cc1
(21) O=C(NNC(=O)C1CC(c2cccnc2)=NO1)Nc1cccc(F)c1 (centres undefined)
(22) CCCCC(CCC(=O)O)(C(=O)OCC)c1csc(Nc2ccccc2)n1 (centres undefined)
(23) C=CCn1c(=S)[nH]c2ccccc2c1=O
(24) O=C(NNC(=O)C1C2CCC(C2)C1C(=O)O)c1ccc(Cl)cc1 (centres undefined)

assay / compound	19	20	21	22	23	24
Hck-Nef inh	-0.5	15.7	0.2	13.7	1.8	16.1
NPY Y1 blocker	3.2	-0.9	0.6	7.1	0.6	5.7
Runt-SMMHC FRET	0.4	2.1	-7.7	.	7.2	-1.0
RBBP9 inhibitor	-4.5	-6.7	-0.8	-4.5	-8.6	-1.5
NPY2 pot ag	5.5	3.7	7.5	-9.5	18.2	-7.3
p97 ATPase inh	-4.1	-5.9	2.2	1.2	3.9	2.0
NPY-Y1 PAM-ag	-8.1	-14.2	11.9	6.4	1.2	-8.6
Runt-CBFb FRET	-1.9	0.3	0.3	.	-4.4	-1.6
Mdm2 ligase inh	-10.0	-12.2	-7.0	-7.1	-45.7	-9.1
